# Bioassay records (PubChem)
# NCI-60 one-dose screen, 48 h, at 10 µM unless noted. Numbers give growth in % (100 = growth as untreated, 0 = no growth, -100 = all killed).
# SK-MEL-2 – SK-MEL-2 melanoma. AID 1794763. 77,000 tested, 4.7% active
# MALME-3M – MALME-3M melanoma; 78,000 tested, 5.8% active; AID 1794766
# T-47D – T-47D breast cancer; 79,000 tested, 5% active; AID 1794792
# LOX IMVI – LOX IMVI melanoma | AID 1794757 | 79,000 tested, 7.4% active
# SK-MEL-5 – SK-MEL-5 melanoma | 80,000 tested, 6.4% active | AID 1794755
# SK-MEL-28 – SK-MEL-28 melanoma. 81,000 tested, 4.1% active. AID 1794761
# UACC-257 – UACC-257 melanoma; 78,000 tested, 4.4% active
# HS 578T – HS 578T breast cancer; 78,000 tested, 4.1% active
# * = called active by the depositor; . = not tested or not shown; & = joins results of further samples. The calls were made as follows: active = growth percent below 10; inactive = the rest.
no.	molecule	HS 578T	SK-MEL-2	LOX IMVI	SK-MEL-28	SK-MEL-5	T-47D	MALME-3M	UACC-257
1	COc1ccc(NC(=O)/C=C/c2ccc(Cl)c(Cl)c2)cn1	93	101	94	.	71	71	92	80
2	O=C(/C=C/c1cccnc1)c1ccccc1	.	94	28	102	103	87	94	93
3	COc1cc(CCCc2c3[n+](cc4c(OC)c(OC)ccc24)CCc2cc4c(cc2-3)OCO4)cc(OC)c1OC	111	100	99	100	92	83	100	.
4	N#Cc1nc(-c2ccc(Cl)cc2)oc1S(=O)(=O)N1CCN(c2ccc(F)cc2)CC1	103	88	29	104	96	89	93	95
5	O=S(=O)(Nc1ccccc1)c1ccccc1	102	102	98	106	94	87	95	83
6	O=C(NCCCCCCNC(=O)c1ccccc1)c1ccccc1	106	114	96	113	100	102	.	104
7	COc1ccc2c(c1)Oc1nc(N)c(C#N)c(N)c1C2Sc1ccc(SC)cc1 (stereo not given)	68	-26*	-39*	33	41	-7.1*	-22*	67
8	N#CC1=C(Nc2ccc(Cl)cc2)NC2c3ccccc3Sc3ccccc3N2C1=N (stereo not given)	101	.	85	118	100	85	142	87
9	C#CCOc1ccc(/C=N/Nc2nc(-c3ccccc3)cs2)cc1	96	73	70	106	98	70	57	79
10	COc1cc2c(/C=C3\C(=O)Nc4ccccc43)c(C(=O)O)[nH]c2cc1C	137	101	93	82	109	113	99	106
11	COC12C=C/C(=C(/C(=O)OCc3cncnc3)C(=O)CCCCCCCCC3(OC)C=C/C(=C(/C(=O)OCc4cncnc4)C(=O)CCCCCCCC1)O3)O2	26	-13*	-62*	-45*	-80*	10	-71*	-13*
12	S=C(Cc1ccccc1)Nc1ccccc1	111	95	95	123	98	88	108	90
13	CC1CC(C)(C)NC(c2ccc(C(C)(C)C)cc2)=N1 (stereo not given)	105	95	96	112	107	103	97	102
14	O=[N+]([O-])c1cc(NS(=O)(=O)c2ccccc2)ccc1NS(=O)(=O)c1ccccc1	99	100	99	111	99	104	155	95
15	COc1ccc2nc(NC(=O)c3cccnc3Nc3ccc(Cl)cc3)sc2c1	97	107	90	101	65	48	77	80
16	CCOC(=O)c1cc(C(=O)c2cc(OC)c(OC)c(OC)c2)n2c1ccc1ccccc12	12	50	40	56	9.9*	11	20	64
17	COc1ccc(C2=NN(C(C)=O)C(c3ccc(OCc4ccc(Cl)cc4)c(OC)c3)C2)cc1OC (stereo not given)	56	44	.	57	-9.5*	10	48	40
18	CCOC(=O)c1cc2c(n1Cc1ccc(C)cc1)-c1oncc1CC2	96	100	99	120	106	95	.	110
19	C=C(Br)CN(C(C)=O)C1CCCCC1	103	100	100	102	101	80	102	98
20	COc1ccc(N=c2sc(C3=c4cc(Cl)ccc4=NC3=O)c(O)n2Cc2nc3ccccc3[nH]2)cc1	77	88	67	81	90	26	26	90
21	COc1cc(/C=C/C(=O)c2cccc(-n3cc(-c4ccc(Cl)cc4)[nH]c3=O)c2)cc(OC)c1OC	.	34	-47*	87	58	41	94	67
22	CC(=O)OCCc1sc[n+](Cc2cnc(C)nc2N)c1C	108	103	100	116	107	100	99	91
23	CCn1c(SCc2ccccc2)nnc1-c1nn(-c2ccc(Cl)cc2Cl)c(-c2ccc(Cl)cc2)c1C	77	66	57	86	58	36	77	.
24	COc1cccc(-c2nc3ccccc3n3cccc23)c1OC	101	121	96	122	104	96	97	106
25	COc1ccc2[nH]c(=O)c(CSc3ccccc3Nc3nccc(-c4ccc(Cl)cc4)n3)cc2c1	37	58	19	74	25	38	32	73
26	O=C1C=CC(=O)N1C1c2ccccc2-c2ccccc21	102	100	94	104	105	74	90	86
27	COc1nc2cc(C)ccc2cc1-c1nc2c(cnn2-c2ccccc2)c(=O)[nH]1	106	98	95	103	110	107	101	105
28	CC(C)C1=NOC(=O)C1=Cc1cn(-c2cccnc2)nc1-c1ccccc1	106	111	80	112	102	93	111	111
29	Cc1cnc(NS(=O)(=O)c2ccc(N)cc2)nc1-c1ccccc1O	94	115	105	105	95	101	117	96
30	Cc1cc(N)c2cc(N)ccc2n1	100	105	93	117	101	92	108	109

# Another view of 5 compounds above:
29) Cc1cnc(NS(=O)(=O)c2ccc(N)cc2)nc1-c1ccccc1O
26) O=C1C=CC(=O)N1C1c2ccccc2-c2ccccc21
22) CC(=O)OCCc1sc[n+](Cc2cnc(C)nc2N)c1C
28) CC(C)C1=NOC(=O)C1=Cc1cn(-c2cccnc2)nc1-c1ccccc1
30) Cc1cc(N)c2cc(N)ccc2n1
Compound | 29 | 26 | 22 | 28 | 30
HS 578T | 94 | 102 | 108 | 106 | 100
SK-MEL-2 | 115 | 100 | 103 | 111 | 105
LOX IMVI | 105 | 94 | 100 | 80 | 93
SK-MEL-28 | 105 | 104 | 116 | 112 | 117
SK-MEL-5 | 95 | 105 | 107 | 102 | 101
T-47D | 101 | 74 | 100 | 93 | 92
MALME-3M | 117 | 90 | 99 | 111 | 108
UACC-257 | 96 | 86 | 91 | 111 | 109

# Next section
no.	molecule	HS 578T	SK-MEL-2	LOX IMVI	SK-MEL-28	SK-MEL-5	T-47D	MALME-3M	UACC-257
31	CC(C)(C)[Si](C)(C)OC1[C@@H](CNC(=O)NC(=O)CCl)O[C@@H](n2cnc3c(N)ncnc32)[C@H]1O[Si](C)(C)C(C)(C)C (stereo not given in full)	-17*	.	-91*	-14*	91	14	-67*	.
32	O/N=C/c1cccs1	116	116	107	112	103	111	105	98
33	Cn1c2ccccc2c2c3[nH][nH]c(=O)c3c3c4ccccc4[nH]c3c21	41	11	-30*	29	-18*	43	92	.
34	Cc1cnc(SCc2ccc(Cl)cc2Cl)nc1SCc1ccc(Cl)cc1Cl	100	106	99	110	99	89	100	97
35	Cc1ccc(Nc2cc(=O)[nH]c(N)n2)cc1	104	89	95	108	96	97	109	94
36	COc1cc(CCCOC(=O)/C=C/c2ccc(O)cc2)cc(OC)c1O	95	93	89	.	.	74	94	103
37	C#CCN1CCC2(CC1)N(Cc1cn([C@@H]3O[C@H](COC(C)=O)[C@@H](OC(C)=O)[C@H](OC(C)=O)[C@@H]3OC(C)=O)nn1)C(=O)c1ccccc1N2CC#C	102	108	103	114	109	102	102	63
38	O=c1[nH]c2c([nH]1)c1c3ccccc3[nH]c1c1c3ccccc3[nH]c21	103	95	86	101	86	84	95	102
39	O=C(Nc1cc(C(F)(F)F)cc(C(F)(F)F)c1)Nc1cc(F)c(F)cc1C(=O)O	85	100	96	103	95	93	89	91
40	NC(=O)c1cccc(F)c1SSc1c(F)cccc1C(N)=O	107	108	95	120	101	76	86	91

# Three compounds already listed, ordered by number of heavy atoms, high to low.
no.	molecule	HS 578T	SK-MEL-2	LOX IMVI	SK-MEL-28	SK-MEL-5	T-47D	MALME-3M	UACC-257
39	O=C(Nc1cc(C(F)(F)F)cc(C(F)(F)F)c1)Nc1cc(F)c(F)cc1C(=O)O	85	100	96	103	95	93	89	91
36	COc1cc(CCCOC(=O)/C=C/c2ccc(O)cc2)cc(OC)c1O	95	93	89	.	.	74	94	103
35	Cc1ccc(Nc2cc(=O)[nH]c(N)n2)cc1	104	89	95	108	96	97	109	94

# (list continues)
no.	molecule	HS 578T	SK-MEL-2	LOX IMVI	SK-MEL-28	SK-MEL-5	T-47D	MALME-3M	UACC-257
41	Oc1cc(Cl)ccc1Cc1ccc(Cl)cc1O	.	66	51	89	12	29	33	59
42	CN1CCN(C(=O)[C@]2(C)CC[C@]3(C)CC[C@]4(C)C(=CC(=O)[C@@H]5[C@@]6(C)CCC(=O)NC(C)(C)[C@@H]6CC[C@]54C)[C@@H]3C2)CC1	88	100	85	101	89	80	96	103
43	OCCN(CCO)c1ccc2c(c1)Cc1ccccc1-2	100	86	95	113	100	87	101	.
44	Cc1ccc(C(F)(F)F)cc1N1CCN(C(=O)[C@H]2C[C@H]2c2cccc(C(F)(F)F)c2)CC1	86	87	91	92	77	62	80	90
45	CCCCCCCCCCCCOc1ccc(C(C)(C)C)cc1	.	94	100	108	107	96	108	90
46	Cn1c(=O)c2[nH]c(SCC(=O)Nc3ccc(C(=O)/C=C/c4ccc(Cl)cc4)cc3)nc2n(C)c1=O	92	113	86	100	82	88	120	88
47	COC(=O)[C@]12CC[C@@H](C)[C@H](C)[C@@H]1C1=CC[C@@H]3[C@@]4(C)C[C@@H](OC(=O)/C=C/c5ccccc5)[C@H](O)[C@@](C)(CO)[C@@H]4[C@H](O)C[C@@]3(C)[C@]1(C)CC2	-0.5*	48	-96*	4.7*	18	13	3.6*	.
48	O=C(O)c1cn(C2CC2)c2cc(N3CCN(C(=O)/C=C/c4ccccc4)CC3)c(F)cc2c1=O	102	111	85	91	93	96	98	100
49	NCCc1cnc[nH]1	129	125	99	113	100	114	107	126
50	CN(C)c1ccc(Cc2ccc(N(C)C)cc2Cl)c(Cl)c1	.	113	96	105	92	87	92	110
51	COc1ccc(-c2cc(-c3cc(OC)ccc3O)[nH]c(=O)c2C#N)cc1	37	.	41	68	31	46	61	61
52	O=C(/C=C/c1cn(Cc2ccc(Cl)cc2)c2ccccc12)c1ccc(Cl)cc1	93	104	65	105	101	83	93	92
53	COc1ccccc1C(=O)C(=O)c1ccccc1OC	111	100	99	111	100	96	.	107
54	O=c1c(/C=C/c2ccco2)nnc2sc(Nc3ccc(Cl)cc3)nn12	91	96	98	108	93	88	100	104
55	COC(=O)CSC(=O)N(c1ccccc1)c1ccccc1	110	109	103	105	100	96	103	108
56	O=C(O)c1ccc(-c2nn(-c3ccc(C(F)(F)F)cc3)cc2/C=N/Nc2cccc(F)c2)cc1	78	85	.	84	.	61	91	88
57	CC(C(=O)O)N1C(=O)/C(=C/c2ccc(O)c(O)c2)SC1=S (stereo not given)	100	125	92	102	101	100	104	105
58	CC(=O)Nc1ccc(S(=O)(=O)c2ccc([N+](=O)[O-])cc2)cc1	99	99	88	99	92	84	103	77
59	O=S(=O)(NCCCNc1nccc(-n2cnc3ccccc32)n1)c1ccc(F)cc1	82	86	74	98	2.6*	25	86	66
60	NC(=O)c1nn(-c2ccc(Cl)cc2)nc1N1CCCC1	93	98	97	97	89	77	94	98
61	COc1cc2nc(N(C)CCCNC(=O)C3CCCO3)nc(N)c2cc1OC (stereo not given)	101	102	106	119	103	98	93	106
62	COc1ccc(-c2csc(Nc3ccc(F)c(F)c3)n2)cc1OC1CCCC1	91	100	56	98	95	84	103	104
63	Cn1c(=O)c2c(nc(CCC3CCCC3)n2C)n(C)c1=O	108	112	103	113	111	.	123	116
64	O=c1c2cc(F)ccc2sc2c(NCc3ccccc3)nc3ccccc3c12	108	107	92	112	96	101	107	103
65	CCCCCCCCN(CCCCCCCC)CC(O)c1cc(Cl)c(Cl)cc1C (stereo not given)	95	94	84	102	101	85	94	94
66	COc1ccc(-c2nn([C@H]3CC(=O)[C@@H]4OC[C@H]3O4)c(=S)n2C)cc1	110	94	92	113	106	91	98	111
67	CC1(C)CC([P+](c2ccccc2)(c2ccccc2)c2ccccc2)=NN1	72	-19*	43	68	12	6.5*	21	2.9*
68	CS(=O)(=O)Nc1cc(-c2ccc3ncnc(Nc4ccc5c(cnn5Cc5ccc(F)cc5)c4)c3c2)cnc1Cl	-9.6*	3.9*	18	17	14	5.1*	-4.2*	50
69	CC(C)c1ccc(C(=O)CCCCl)cc1	111	97	100	104	102	101	101	.
70	CC1=C(CCN2CCCCC2)C(=O)N2N=C(c3ccccc3)OC2N1 (stereo not given)	99	114	95	99	98	102	97	103
71	COc1ccc(-c2cnc(N)nc2-c2ccc(OC)cc2O)cc1	157	112	86	104	104	94	126	112
72	CC[C@H]1OC(=O)[C@H](C)[C@@H](O[C@H]2C[C@@](C)(OC)[C@@H](O)[C@H](C)O2)[C@H](C)[C@@H](O[C@@H]2O[C@H](C)C[C@H](N(C)C)[C@H]2O)[C@](C)(O)C[C@@H](C)C(=O)[C@H](C)[C@@H](O)[C@]1(C)O	110&104	105&95	98&94	111&104	102&106	96&101	94&99	115&110
73	COC(=O)/C=C1/SC(=Nc2ccccc2)N(CCc2c[nH]c3ccccc23)C1=O	97	100	88	104	92	77	106	84
74	CCCCCCCCCCCCCCCC(=O)OC1[C@@H](OC(=O)CCCCCCCCCCCCCCC)[C@@H](C(=O)N[C@@H](CCCCN)C(=O)OC)O[C@H]1n1cnc2c(=O)[nH]c(NC(=O)C(C)C)nc21 (stereo not given in full)	107	.	94	113	101	88	99	90
75	CCCCC1COc2cccc3c2N1C=C/C3=C\C(=O)N(C)c1ccc(C(F)(F)F)cc1 (stereo not given)	107	109	98	105	99	82	103	96
76	CCN(CC)c1ccc(/C=C2/C=Cc3ccccc32)cc1	143	118	98	112	84	62	91	.
77	Cn1c(=O)[nH]c2nc(SC/C(=N/O)c3ccc([N+](=O)[O-])cc3)[nH]c2c1=O	91	107	102	101	93	94	87	93
78	CCC(=O)C(CC)c1cccc(OC)c1 (stereo not given)	106	116	100	106	101	.	101	100
79	Nc1c(Br)cc2c([nH]c(=O)c3ccccc32)c1Br	87	100	84	121	94	65	69	101
80	O=CN1N=C(c2ccc3c(c2)OCO3)CC1c1cn(-c2ccccc2)nc1-c1ccc(Cl)cc1 (stereo not given)	64	.	67	68	80	54	66	81
81	C/C(=N\NC(=O)c1sc(=S)n(C)c1N)c1ccc[nH]1	99	98	99	105	47	71	91	.
82	O=c1[nH]nc(-c2ccccc2)c2sc3ncc(-c4ccc(Br)cc4)n3c12	32	18	37	58	79	43	52	66
83	COc1cc(-c2nc(SC(C)C)nc(Nc3ccc(F)c(Cl)c3)c2C#N)cc(OC)c1OC	90	115	96	109	102	.	107	106
84	O=C1N(Cc2ccccc2)c2ccccc2[C@]12Oc1ccccc1[C@H]1CC(c3ccc(F)cc3)=NN12	101	101	83	107	90	89	93	117
85	O=C1CCC(N2Cc3c(CCCCCNC(=O)c4ccc(Nc5ccnc(-c6cncc7ccccc67)n5)cc4)cccc3C2=O)C(=O)N1 (stereo not given)	87	104	93	99	87	59	95	102
